From PubChem BioAssay
Rv3671c inh – Rv3671c (M. tuberculosis) protease inhibition; P9WHR9; inhibition, % at 5.96 µM; 0.048% of 320,000 active; AID 2606; in the data active means inhibition above about 38%;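 further: extracellular domain of Rv3671c used as enzyme; 0% = enzyme with DMSO and 100% = no enzyme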
Target sequence (P9WHR9 whole entry, looked up, the tested form may be a part): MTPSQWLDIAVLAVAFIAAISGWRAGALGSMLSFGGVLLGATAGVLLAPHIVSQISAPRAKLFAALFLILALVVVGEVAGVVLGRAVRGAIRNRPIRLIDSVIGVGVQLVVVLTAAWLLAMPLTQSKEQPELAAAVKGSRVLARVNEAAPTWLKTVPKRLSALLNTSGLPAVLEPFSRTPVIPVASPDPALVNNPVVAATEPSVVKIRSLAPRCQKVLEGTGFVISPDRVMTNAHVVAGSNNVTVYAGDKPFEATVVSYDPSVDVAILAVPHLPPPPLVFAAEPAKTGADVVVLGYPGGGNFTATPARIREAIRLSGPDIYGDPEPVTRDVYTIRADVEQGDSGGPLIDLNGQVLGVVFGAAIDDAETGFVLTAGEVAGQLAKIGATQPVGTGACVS
3CLpro inhibitor – SARS-CoV 3CLpro protease inhibition; AID 1706; recombinant SARS-CoV 3CLpro, quenched FRET peptide cleavage; inhibition, % at 6 µM; 0.14% of 290,000 active; P0C6X7; in the data active means inhibition above about 12%
PrPC surface inh – inhibitors of human cell surface prion protein PrPC; P04156; inhibition, % at 13.8 µM; TR-FRET read-out; 0.43% of 370,000 active; AID 720596; in the data active means inhibition above about 24%; further: 0% = median of the test wells and 100% = reference compound wells
BH1578 lux ind – inducers of Vibrio cholerae quorum light production without autoinducers; V. cholerae BH1578 lux reporter, luminescence, 6 h; activation, % at 18.7 µM; 0.16% of 350,000 active; AID 588436; in the data active means activation mostly above about 9.7%, no sharp cut-off; further: not every result past the cut was called active; inactives centre near 0; reference of the scale not given here
PriA SSB inh – inhibitors of Klebsiella pneumoniae PriA binding to SSB C-terminal tail; AlphaScreen SSBct-PriA binding, biotinylated peptide; inhibition, % at 33 µM; 0.6% of 430,000 active; in the data active means inhibition mostly above about 37%, no sharp cut-off; inactive means mostly below about 20%;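 further: plate controls were negative control peptide for no effect and reference peptide for full effect; strong numbers were not always called active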
MazEF act – increases E. coli MazEF RNase cleavage of RNA; FAM/BHQ RNA-DNA oligo cleavage fluorescence, 5 h; activation, % at 20 µM; 0.32% of 350,000 active; AID 504720; in the data active means activation above about 50%
Target sequence (P0AE70 whole entry, looked up): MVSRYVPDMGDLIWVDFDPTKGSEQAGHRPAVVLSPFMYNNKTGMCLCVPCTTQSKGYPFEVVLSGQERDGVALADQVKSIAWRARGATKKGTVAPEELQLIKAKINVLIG
TcdB inh – TcdB glycohydrolase inhibition; P18177; TcdB glycohydrolase enzymatic assay, plate reader; inhibition, % at 9.99 µM; 0.24% of 350,000 active; AID 652162; in the data active means inhibition above about 10%
Y pestis TopoI – Y. pestis Topo-I inhibition via cleavage products | Y. pestis Topo-I cleavage product accumulation, plate reader | activity, % at 10 µM | 0.064% of 360,000 active | AID 504884; in the data active means activity above about 50%, passing the limit was not always enough; further: inactives centre near 2
VHR inh abs – blocks human VHR1 dual specificity phosphatase | recombinant VHR phosphatase, pNPP absorbance | inhibition, % at 13.3 µM | 0.52% of 290,000 active | AID 1654; in the data active means inhibition above about 50%; further: some compounds called inactive have numbers as strong as hits
Target sequence (P51452 whole entry, looked up): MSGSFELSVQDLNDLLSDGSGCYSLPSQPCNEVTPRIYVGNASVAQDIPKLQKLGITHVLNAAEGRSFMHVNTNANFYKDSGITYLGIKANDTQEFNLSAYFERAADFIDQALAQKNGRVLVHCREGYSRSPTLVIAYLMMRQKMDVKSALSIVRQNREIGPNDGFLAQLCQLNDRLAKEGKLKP
CCHF vOTU inh – blocks the CCHF virus ovarian tumor domain protease; CCHFV vOTU protease, Pep-AMC fluorescence; inhibition, % at 11.5 µM; 0.55% of 370,000 active; in the data active means inhibition above about 30%; further: 0% = vehicle wells with enzyme and 100% = no enzyme wells
An asterisk follows results filed as active; i = inactive; nt = not tested or not shown; & = joins results of further samples. Not all compounds are listed; count on the stated rates, not on these rows.

| SMILES | Rv3671c inh | 3CLpro inhibitor | PrPC surface inh | BH1578 lux ind | PriA SSB inh | MazEF act | TcdB inh | Y pestis TopoI | VHR inh abs | CCHF vOTU inh |
| --- | --- | --- | --- | --- | --- | --- | --- | --- | --- | --- |
| CNC(=S)NNC(=O)c1noc(C)c1C(=O)N1CCN(C(c2ccccc2)c2ccccc2)CC1 | 10 | -2 | 4 | 0.7 | 15 | -2 | 1.2 | 12 | -2 | 25 |
| CC1CCCC(C)N1C(=O)c1cc(-c2ccc(Cl)c(Cl)c2)on1 (configuration not stated) | 6 | 1 | 1 | -0.3 | -24 | -8 | nt | 16 | 41 | -8 |
| O=C(COc1ccccc1)N1N=C(c2cccnc2)CC1(O)C(F)(F)F (configuration not stated) | -3 | 2 | -4 | -0.2 | 12 | -1 | nt | -13 | 9 | -12 |
| O=C(NCc1cccs1)[C@@H]1CSC2c3ccccc3C(=O)N21 (some centres not stated) | -4 | -1 | 5 | 0.9 | -10 | 7 | nt | -10 | 15 | 14 |
| CC1(C)c2[nH]c3ccccc3c2C[C@H]2C(=O)N(Cc3ccc(F)cc3)C(=O)N21 | 0 | nt | 0 | i | 13 | -1 | -0.1 | -10 | nt | -1 |
| COc1cccc(NC(=O)CN(C)C(=O)c2ccc(OCc3ccccc3)c(OC)c2)c1 | -11 | nt | -6 | -1.1 | -9 | 0 | 3.0 | 3 | nt | -1 |
| Fc1cccc2ncnc(OCc3ccccc3)c12 | 2 | 4 | -4 | -0.4 | -7 | 5 | 0.0 | -2 | -11 | 3 |
| COc1ccc(CCNCc2ccc(OCC(=O)N3CCCCC3)c(OC)c2)cc1OC | 2 | 1 | -3 | 0.1 | -6 | 7 | 0.6 | 2 | 12 | 0 |

7 entries already listed, sorted by SMILES length, lowest first:
| SMILES | Rv3671c inh | 3CLpro inhibitor | PrPC surface inh | BH1578 lux ind | PriA SSB inh | MazEF act | TcdB inh | Y pestis TopoI | VHR inh abs | CCHF vOTU inh |
| --- | --- | --- | --- | --- | --- | --- | --- | --- | --- | --- |
| Fc1cccc2ncnc(OCc3ccccc3)c12 | 2 | 4 | -4 | -0.4 | -7 | 5 | 0.0 | -2 | -11 | 3 |
| O=C(NCc1cccs1)[C@@H]1CSC2c3ccccc3C(=O)N21 (some centres not stated) | -4 | -1 | 5 | 0.9 | -10 | 7 | nt | -10 | 15 | 14 |
| CC1CCCC(C)N1C(=O)c1cc(-c2ccc(Cl)c(Cl)c2)on1 (configuration not stated) | 6 | 1 | 1 | -0.3 | -24 | -8 | nt | 16 | 41 | -8 |
| O=C(COc1ccccc1)N1N=C(c2cccnc2)CC1(O)C(F)(F)F (configuration not stated) | -3 | 2 | -4 | -0.2 | 12 | -1 | nt | -13 | 9 | -12 |
| COc1ccc(CCNCc2ccc(OCC(=O)N3CCCCC3)c(OC)c2)cc1OC | 2 | 1 | -3 | 0.1 | -6 | 7 | 0.6 | 2 | 12 | 0 |
| CC1(C)c2[nH]c3ccccc3c2C[C@H]2C(=O)N(Cc3ccc(F)cc3)C(=O)N21 | 0 | nt | 0 | i | 13 | -1 | -0.1 | -10 | nt | -1 |
| CNC(=S)NNC(=O)c1noc(C)c1C(=O)N1CCN(C(c2ccccc2)c2ccccc2)CC1 | 10 | -2 | 4 | 0.7 | 15 | -2 | 1.2 | 12 | -2 | 25 |

(list continues)
| SMILES | Rv3671c inh | 3CLpro inhibitor | PrPC surface inh | BH1578 lux ind | PriA SSB inh | MazEF act | TcdB inh | Y pestis TopoI | VHR inh abs | CCHF vOTU inh |
| --- | --- | --- | --- | --- | --- | --- | --- | --- | --- | --- |
| Cn1c(=O)n(C)c2cc(S(=O)(=O)N3CCCc4ccccc43)ccc21 | 9 | -3 | 4 | i | 2 | 4 | nt | 0 | 4 | 16 |
| COC(=O)C1=C(C)n2nnnc2NC1c1cc2ccccc2o1 (configuration not stated) | -3 | 0 | 2 | -2.2 | 0 | -1 | nt | 6 | 8 | 2 |
| CCCCc1nc2ccccc2c(NC(=O)CN(CC)CC)c1CCC | -3 | 2 | -3 | i | -2 | 3 | nt | 10 | 27 | 2 |
| CN(CC1CCCN(CCc2cccc(C(F)(F)F)c2)C1)C(=O)c1ccc2nc[nH]c2c1 (configuration not stated) | 0 | -2 | -4 | -0.4 | 5 | -1 | 1.6 | 15 | 29 | 4 |
| Cc1cc2c(c(SCC(=O)NCc3ccccc3Cl)n1)C(=O)OC2 | 0 | 2 | 4 | i | -4 | 1 | 0.5 | 0 | 15 | 3 |
| NN=C(c1ccccc1)c1ccccc1 | 0 | nt | -3 | i | -11 | 7 | 0.6 | -2 | nt | -1 |
| O=C(c1ccc(-n2cncn2)c2ccoc12)N1CCOCC1 | nt | nt | -9 | -0.4 | nt | nt | -0.4 | -1 | nt | -7 |
| O=C(COC(=O)C12CC3CC(CC(C3)C1)C2)Nc1ccc([N+](=O)[O-])cc1Br | -3 | 7 | -2 | -0.2 | -3 | 2 | nt | 16 | 10 | 4 |
| CC12CCC(C(=O)Nc3ccc(SC(F)F)cc3)(CC1=O)C2(C)C (configuration not stated) | -6 | 2 | 2 | -0.6 | -27&-15 | -9 | nt | -4 | 12 | 22 |
| O=C(CN1CCCc2ccccc21)NCc1ccccc1Cl | -1 | 1 | 6 | i | -5 | -4 | nt | 4 | 0 | 8 |
| CCCc1nc(SCC(=O)c2ccc(OC)cc2)c2ccccc2n1 | -10 | 1 | 24 | -0.1 | -38 | -9 | 1.6 | 43 | -10 | 0 |
| O=C(Cc1ccc2c(c1)CCCC2)Nc1ccccc1Br | -13 | 0 | -6 | 427* | -6 | -10 | 1.3 | 20 | 21 | 27 |
| O=C(c1ccco1)N1CCN(C(=O)c2cc3c(=O)oc4ccccc4c3s2)CC1 | 3 | -1 | nt | -0.5 | -16 | 5 | nt | 8 | 15 | nt |
| O=C(OCN1C(=O)c2ccccc2C1=O)/C(=C\c1ccco1)NC(=O)c1ccccc1 | 4 | -3 | -8 | nt | 8 | 9 | nt | 1 | 6 | -2 |
| CC(=O)Nc1ccc(S(=O)(=O)Nc2ccc(C)c([N+](=O)[O-])c2)cc1 | -2 | 4 | -4 | -0.5 | -7 | 5 | -0.5 | -1 | 20 | 0 |
| COCc1cc(C)nc2sc(C(=O)N3CCCC3)c(N)c12 | -1 | 1 | -11 | -0.4 | -4 | -4 | 0.5 | 7 | 2 | -7 |
| COc1ccccc1NS(=O)(=O)c1ccc(C)c(C(=O)NC2CCN(Cc3ccccc3)CC2)c1 | nt | nt | 1 | -0.9 | -7 | 8 | 3.5 | 1 | nt | 1 |
| COc1ccccc1CNC(=O)CNC(=O)c1cn(-c2ccccc2OC)c(=O)c2ccccc12 | 0 | 2 | -1 | -0.2 | -8 | -4 | 0.0 | 2 | 26 | 7 |
| O=C(COC(=O)c1cc(S(=O)(=O)N2CCCC2)ccc1O)Nc1ccc(S(=O)(=O)N2CCOCC2)cc1 | 2 | 6 | 6 | -0.8 | 7 | -9 | 0.0 | -14 | -7 | -2 |
| CN(c1ccccc1)S(=O)(=O)c1ccc(C(=O)Nc2nnc(C3CC3)o2)cc1 | -10 | 2 | 0 | -0.6 | 1 | 2 | 1.9 | 3 | 23 | 2 |
| O=C(N/N=C/c1ccc(OC(=O)c2ccccc2)cc1)c1cccnc1 | -5 | 1 | -3 | -0.2 | nt | 8 | -0.3 | 21 | 18 | 10 |
| O=C(CCl)N1c2ccccc2Oc2ccc3ccccc3c21 | nt | nt | -6 | -7.6 | 16 | -301 | -2.4 | -22 | nt | -5 |
| Fc1ccc(N/N=C/c2cccnc2)c(F)c1 | 1 | 3 | 20 | nt | nt | 3 | -2.7 | -1 | 9 | 16 |
| O=C(O)CCNc1cc(N2CCN(C(=O)c3ccco3)CC2)c2noc3c2c1C(=O)c1ccccc1-3 | -28 | -5 | -116 | -0.8 | 54* | -20 | 1.0 | 20 | 26 | 54* |

The list goes on:
Screens in order: Rv3671c inh | 3CLpro inhibitor | PrPC surface inh | BH1578 lux ind | PriA SSB inh | MazEF act | TcdB inh | Y pestis TopoI | VHR inh abs | CCHF vOTU inh
CCC1=NC(c2ccccc2OC)N(O)C1(C)C (configuration not stated)
 : 8 | -1 | -6 | 0.3 | -18 | 6 | 0.6 | -5 | 8 | -10
COc1ccccc1NC(=O)CSc1c2c(nc3ccccc13)CCC2
 : 6 | -2 | 3 | -0.3 | -1 | 0 | nt | 15 | 10 | -3
O=C(c1ccc2c(c1)OCO2)N1CCC2(CC1)Oc1ccc(Cl)cc1C(=O)C21CC(c2cccnc2)=NO1 (configuration not stated)
 : -8 | nt | -3 | -3.0 | -6 | -3 | 0.6 | 34 | -5 | 5
COc1ccc(NC(=O)C(C)NS(=O)(=O)c2ccc(NC(C)=O)cc2)cc1Cl (configuration not stated)
 : 10 | -1 | -2 | -12 | -6 | 3 | nt | -4 | 33 | -5
CCN(C(=O)COC(=O)c1cc(-c2cccs2)nc2ccccc12)C1CCS(=O)(=O)C1 (configuration not stated)
 : -2 | 1 | 9 | i | -33 | 4 | 3.1 | 26 | 34 | -70
COC(=O)c1ccc(OC(=O)C23CCC(C)(C(=O)O2)C3(C)C)cc1 (configuration not stated)
 : -1 | 2 | -5 | -0.3 | -1 | -3 | 0.7 | -2 | 15 | -4
COc1ccc(-c2nn(-c3ccccc3)cc2/C=N/NC(=S)NC(C)C)cc1OC
 : -35 | 4 | -3 | -0.2 | nt | -7 | nt | 13 | 18 | -13
CCCn1nc(NC(=O)c2cccs2)c2cc3ccc(C)cc3nc21
 : -14 | 2 | -12 | 0.2 | -14 | 1 | 1.9 | 5 | 25 | -2
Nc1ccc(-c2nc3cc(N)ccc3s2)cc1
 : 5 | -4 | 1 | -0.1 | -5 | 6 | 0.1 | 3 | 21 | -14
CC(=O)NNS(=O)(=O)c1ccc(-c2cc(C(F)(F)F)n(C)n2)s1
 : -6 | 7 | 2 | -1.2 | -13 | -1 | 0.6 | 5 | 21 | -13
COc1ccc(C(=O)NCc2nnc(SC)n2C2CCCCC2)cc1
 : -4 | -2 | 6 | nt | -1 | 16 | 1.3 | -3 | 5 | 2
Cc1sc2ncnc(SCC(=O)Nc3ccc(S(=O)(=O)N4CCOCC4)cc3)c2c1C
 : -41 | nt | 18 | i | 0 | -22 | -1.5 | 30 | nt | -16
COc1cccc(/C=C2\SC(=O)N(CC(=O)NCCCn3ccnc3)C2=O)c1
 : 4 | -1 | -17 | i | 3 | -5 | 0.1 | 4 | -2 | 15
O=C(Nc1nnc([C@H]2C[C@H](O)[C@@H](CO)O2)s1)Nc1cccc(Cl)c1Cl
 : nt | nt | 8 | i | nt | nt | 0.5 | 3 | nt | -4
CCc1ccc2nc(NC(=O)CSCc3c(C)noc3C)sc2c1
 : 4 | -4 | 2 | -0.3 | 2 | -7 | nt | -8 | 0 | -9
CN1CCN(NC(=O)c2cc(-c3ccc(Br)s3)nc3ccccc23)CC1
 : -11 | -5 | 9 | -0.2 | -2 | 9 | 1.1 | -21 | 8 | -10
CC(C)N(C(=O)[C@H]1C[C@H](CC(=O)NCC23CC4CC(CC(C4)C2)C3)C(=O)N2CCc3c([nH]c4ccc(Cl)cc34)[C@]12C)C(C)C
 : nt | nt | 2 | i | -7 | 3 | 1.7 | 32 | nt | 20
C/C(=N\Nc1ccc([N+](=O)[O-])cc1)c1ccco1
 : -1 | 1 | -21 | -0.3 | nt | 1 | 1.2 | -11 | -15 | 5
O=C(Nc1cccn(Cc2cccc(F)c2)c1=O)NC1CCCCC1
 : 3 | -2 | 13 | i | -9 | 6 | 0.9 | -10 | 17 | -14
